# Screens from PubChem BioAssay.
# m-calpain inh = blocks pig calpain II enzyme activity; AID 1236; hit rate 0.37% among 220,000; inhibition, % at 16 µM; purified calpain II, fluorogenic peptide substrate, 30 min;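 active = inhibition above about 50%, limit read from the data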
# MDM2 E3 inh = Mdm2 E3 ligase (human) inhibition | Q00987 | cell-based MDM2 ubiquitination luciferase reporter, 2 h; 0 = plate control, 100 = twice control, blank-subtracted | signal enhancement, % at 5 µM | hit rate 0.11% among 210,000 | AID 1230;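 active = signal enhancement of 30% or more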;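 note: luminescence tracks abundance of the self-degrading MDM2-luciferase fusion protein; higher signal means inhibition of MDM2 E3 ligase activity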
# Target sequence (Q00987 whole entry, looked up, the tested form may be a part): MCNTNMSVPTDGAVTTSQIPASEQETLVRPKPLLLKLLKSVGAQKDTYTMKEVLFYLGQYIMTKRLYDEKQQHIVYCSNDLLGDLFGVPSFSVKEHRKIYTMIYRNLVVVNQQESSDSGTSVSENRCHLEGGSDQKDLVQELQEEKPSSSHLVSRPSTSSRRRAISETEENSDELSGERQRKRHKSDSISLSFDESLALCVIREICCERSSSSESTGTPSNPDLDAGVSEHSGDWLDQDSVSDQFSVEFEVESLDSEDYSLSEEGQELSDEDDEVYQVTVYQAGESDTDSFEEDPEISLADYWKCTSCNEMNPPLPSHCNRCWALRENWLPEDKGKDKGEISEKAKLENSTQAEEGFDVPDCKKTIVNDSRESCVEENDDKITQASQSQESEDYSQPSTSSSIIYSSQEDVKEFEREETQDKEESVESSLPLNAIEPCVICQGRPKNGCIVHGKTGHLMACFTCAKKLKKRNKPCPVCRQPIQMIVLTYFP
#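 Assay system: mammalian cells stably expressing self-ubiquitinating, self-degrading MDM2 E3–luciferase fusion. Quantity: 2000 cells in each well. Medium: DMEM culture medium. Compound dosing: single-point 5 µM. Timing: cell settling 4 h, compound treatment 2 h, both 37 °C. Technique: luciferase luminescence. Read-out basis: percent signal gain over controls, blank-subtracted. Benchmarks: plate controls and plate blanks.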
# zVAD death inh = L929 zVAD cell death inhibition; L929 zVAD necroptosis rescue, ATP luminescence, 24 h; with zVAD 60 µM; hit rate 0.38% among 220,000; viability rescue, % at 10 µM;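 active = activation, scaled between plate controls, above about 75%, limit read from the data; inactive = activation under that limit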;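 note: 0% = zVAD with DMSO and 100% = DMSO alone without zVAD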
# Cl transport mod = modulates chloride dependent transport by human KCC2. AID 1456. Q9H2X9. hit rate 2.2% among 190,000. KCC2 cells, thallium flux FluoZin-2 fluorescence. B-score of Tl+ flux slope (higher = more flux/activation; lower = inhibition) at 10 µM;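 active = thallium flux slope and its plate-corrected score both differing from the plate sample mean at a set confidence after two filtering rounds, in either direction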;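 note: slope of fluorescence scaled to starting intensity during 10 to 20 s after thallium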
# TNF death inh = blocks TNF-alpha induced death of Jurkat FADD-/- cells. Jurkat FADD-/- TNF necroptosis rescue, ATP luminescence, 24 h; 0 = TNF only, 100 = no-TNF cells. activation (protection from cell death), % at 10 µM. hit rate 0.068% among 220,000. AID 463075;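 active = activation, meaning protection from cell death, of at least 50% relative to plate controls; inactive = activation below 50%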;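 note: necroptosis triggered by 40 ng/mL TNF-alpha added together with compound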
# Rad51 HR inh = blocks human Rad51 in homologous recombination; Q06609; hRad51 DNA strand exchange, fluorescence dequenching; inhibition, % at 10 µM; hit rate 0.085% among 200,000; AID 1385;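 active = inhibition above 40% at the single screening dose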;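 note: 0% = DMSO control wells and 100% = blanks with heterologous ssDNA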
#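 Material: Human Rad51 nucleoprotein filaments preassembled on unlabelled ssDNA | Also added: Labelled 47-mer dsDNA for strand exchange | Dosing: Single dose, 10 µM final compound | Schedule: 30-min compound preincubation and 15-min exchange, both room temperature | Technique: Fluorescence dequenching at 485/520 nm | Measure: Percent inhibition relative to plate controls and blanks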
# EBV gp42 inh = blocks Epstein-Barr virus glycoprotein 42 binding | inhibition, % (tested at 21.74 µM) | hit rate 0.42% among 220,000 | Fluorescence polarization binding assay, mP read-out; in the data active = inhibition above about 50%
# Target sequence (Q1HVG2 whole entry, looked up): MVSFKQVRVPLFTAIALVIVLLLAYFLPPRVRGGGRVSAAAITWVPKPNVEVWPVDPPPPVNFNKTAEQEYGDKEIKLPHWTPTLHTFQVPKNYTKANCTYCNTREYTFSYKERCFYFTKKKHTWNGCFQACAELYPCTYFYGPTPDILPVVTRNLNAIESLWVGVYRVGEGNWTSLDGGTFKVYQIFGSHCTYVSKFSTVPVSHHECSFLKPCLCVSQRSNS
# PERK inh = inhibitors of human PERK kinase | Q9NZJ5 | CHO PERK-DD fusion, SEAP luminescence translation reporter | inhibition, % at 5.6 µM | hit rate 0.17% among 220,000 | AID 1416;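 active = inhibition above the mean inhibition of all tested compounds plus 3 SD, set separately per screening campaign, cut at about 2.9% in these data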;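 note: PERK kinase domain activated by AP20187 dimerizer at 100 nM; 0% = DMSO with dimerizer and 100% = rapamycin at 8.4 µM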
# eIF4E-4G inh = blocks eIF4E binding to eIF4G | P63073+Q04637 | TR-FRET eIF4E-eIF4GI(517-606) binding, 2 h | inhibition, % at 21.7 µM | hit rate 0.37% among 220,000;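 active = inhibition above about 30%, limit read from the data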;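 note: 0% = full FRET control wells and 100% = background wells lacking eIF4GI fragment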
# * marks the source's active call; other numbers are inactive results; / = no result given; [ ] = another dose, or the depositor's remark.
SMILES,m-calpain inh,MDM2 E3 inh,zVAD death inh,Cl transport mod,TNF death inh,Rad51 HR inh,EBV gp42 inh,PERK inh,eIF4E-4G inh
CCCNc1c(F)c(F)c2c(C)c3ccccc3nc2c1F,-51.1,-11.6,0.3,-0.359,-6.9,-220.9,133.9*,0.8,-1.3
O=[N+]([O-])c1nn(-c2ccc(Cl)cc2)n(O)c1=NCc1ccccc1Cl,31.2,1.9,9.8,0.573,0.4,5.8,-8.3,1.6,-0.1
CC(C)C(NC(=O)C1CCCCC1)C(=O)NC1=NCCS1 (stereo unspecified),-1.2,-7.3,-0.4,/,-0.8,/,-14.6,-1.8,1.9
COc1ccc(/C=N/Nc2nnc(Cc3ccccc3)c(=O)[nH]2)cc1OC,7.9,-20.9,-1.4,-0.971,-11.0,0.9,-8.9,0.3,-2.8
COC(=O)c1ccc(C2CC(=O)NC3=C2C(=O)CCC3)cc1 (stereo unspecified),-39.7,-5.1,-0.3,/,-4.1,-3.1,1.1,1.1,-12.5
CCCc1cc(C(=O)NCCc2ccc(OC)c(OC)c2)no1,2.7,-4.3,0.5,0.538,-0.3,1.5,-6.8,0.1,2.8
CCOC(=O)C1CCN(C(=O)COc2ccc(N(C)S(=O)(=O)c3ccc(OCC)cc3)cc2)CC1,0.9,-2.5,1.0,0.0382,2.1,/,-1.4,2.3,-0.7
COC(=O)Nc1ccc(C)c2nsnc12,10.4,-4.7,3.0,/,-1.8,/,-1.0,0.7,2.2
O=C(NCCCCc1ccccc1)C1CC(c2cccc([N+](=O)[O-])c2)=NO1 (stereo unspecified),7.6,-12.5,0.7,-3.25,-0.8,-5.3,-4.4,0.2,1.6
CCN(CC)c1ccc2cc(S(=O)(=O)c3ccc(C)cc3)c(=O)oc2c1,-183.6,-12.5,2.3,-0.6,2.7,-24.6,142.0*,0.2,8.6
COc1ccc(N2C(=O)CCC(C(=O)NCc3cccnc3)C2c2ccc(OC)c(OC)c2)cc1 (stereo unspecified),12.3,-8.9,0.0,-0.712,1.0,-3.2,-10.0,0.6,3.3
Cc1nnc(SCC(=O)N2CCc3ccccc32)s1,-10.1,-14.3,1.2,/,1.5,1.3,-20.1,0.5,-2.4[fluorescence artefact?]
Cc1cc2ccccn2c1C(=O)c1ccncc1,3.1,2.2,-0.1,-0.15,-4.5,0.9,-7.1,1.1,2.7[fluorescence artefact?]
Cc1cccc(OCC(=O)NCC(=O)N/N=C/c2c(C)[nH]c3ccccc23)c1,-23.2,/,0.2,0.00666,0.8,3.5,2.3,1.2,-1.1
CCn1c(Cc2ccc(OC)cc2)nnc1SCC(=O)N1CCN(c2ccccc2)CC1,14.6,0.2,-0.8,/,-3.0,/,-0.6,-1.3,6.2
COC(=O)[C@@]1(Cc2ccc(F)cc2)[C@H]2c3cc(C(=O)N(C)C)n(Cc4c(CO)[nH]cc(C)c4=O)c3C[C@H]2CN1C(=O)c1ccccc1,-35.7,/,0.4,0.0213,-4.1,5.1,0.5,0.0,0.9
Cc1ccccc1-n1c(C)cc(/C=N/Nc2ccc([N+](=O)[O-])cn2)c1C,-22.5,-4.9,-0.1,-0.0535,0.0,-41.3,-19.8,-0.3,-0.3[fluorescence artefact?]
COc1ccc(C2CC(c3ccccc3)=NN2C(=O)COC(=O)C2(C)CC2(Cl)Cl)cc1 (stereo unspecified),10.6,-37.1,3.4,0.749,2.1,-12.2,-11.0,0.4,2.9
CC(C)c1ccccc1NC(=O)c1cccnc1,-19.1,-7.0,-0.4,1.04,-3.0,2.2,-19.8,2.0,-4.8[fluorescence artefact?]
Cc1ccc(C(=O)Nc2ncc3c(Cl)cccc3n2)cc1,19.9,-40.6,-0.4,/,-14.1,8.2,-5.9,-0.9,-5.3
O=C(Nc1ncc(S(=O)(=O)c2ccc([N+](=O)[O-])cc2)s1)c1ccccc1F,-11.2,-7.4,0.1,1.74,-2.7,-7.1,-2.8,0.0,-1.6
CCc1ccccc1NC(=S)NN,-28.1,-3.6,10.1,-0.391,-0.3,8.0,-6.2,1.0,-7.5
CCNC(=S)Nc1ccc(Cl)c(C(F)(F)F)c1,20.0,-10.9,0.7,-0.618,3.0,4.0,-6.8,-0.2,-1.3[fluorescence artefact?]
CCCn1c(N2CCC(Cc3ccccc3)CC2)nc2c1c(=O)[nH]c(=O)n2C,19.1,2.6,-0.1,/,-6.8,-3.4,-10.4,-1.4,6.7
COc1cc(/C=N/n2c(-c3n[nH]c4c3CCC4)n[nH]c2=S)ccc1O,-16.0,/,1.1,-0.343,-2.0,12.0,-9.5,1.1,0.7

# Complete entries from above. Values in the order: m-calpain inh, MDM2 E3 inh, zVAD death inh, Cl transport mod, TNF death inh, Rad51 HR inh, EBV gp42 inh, PERK inh, eIF4E-4G inh
# Cc1ccccc1-n1c(C)cc(/C=N/Nc2ccc([N+](=O)[O-])cn2)c1C in the list: -22.5, -4.9, -0.1, -0.0535, 0.0, -41.3, -19.8, -0.3, -0.3[fluorescence artefact?]
# O=C(Nc1ncc(S(=O)(=O)c2ccc([N+](=O)[O-])cc2)s1)c1ccccc1F in the list: -11.2, -7.4, 0.1, 1.74, -2.7, -7.1, -2.8, 0.0, -1.6

# Sorted by molecular weight (rising): 5 of the compounds above
SMILES,m-calpain inh,MDM2 E3 inh,zVAD death inh,Cl transport mod,TNF death inh,Rad51 HR inh,EBV gp42 inh,PERK inh,eIF4E-4G inh
CC(C)c1ccccc1NC(=O)c1cccnc1,-19.1,-7.0,-0.4,1.04,-3.0,2.2,-19.8,2.0,-4.8[fluorescence artefact?]
Cc1ccc(C(=O)Nc2ncc3c(Cl)cccc3n2)cc1,19.9,-40.6,-0.4,/,-14.1,8.2,-5.9,-0.9,-5.3
CCCNc1c(F)c(F)c2c(C)c3ccccc3nc2c1F,-51.1,-11.6,0.3,-0.359,-6.9,-220.9,133.9*,0.8,-1.3
CCCn1c(N2CCC(Cc3ccccc3)CC2)nc2c1c(=O)[nH]c(=O)n2C,19.1,2.6,-0.1,/,-6.8,-3.4,-10.4,-1.4,6.7
CCn1c(Cc2ccc(OC)cc2)nnc1SCC(=O)N1CCN(c2ccccc2)CC1,14.6,0.2,-0.8,/,-3.0,/,-0.6,-1.3,6.2

# (continued)
SMILES,m-calpain inh,MDM2 E3 inh,zVAD death inh,Cl transport mod,TNF death inh,Rad51 HR inh,EBV gp42 inh,PERK inh,eIF4E-4G inh
O=C(Nc1nnc(-c2ccco2)o1)c1ccc([N+](=O)[O-])s1,-3.4,-10.9,0.8,-0.327,-1.3,-6.7,-15.7,1.0,1.9
Fc1ccccc1CSc1ncnc2sc3c(c12)CCCC3,2.2,1.4,-0.1,1.18,1.5,-3.8,-11.2,0.6,3.7
O=C(CCn1c(=O)c2sccc2n(CC(=O)OCc2ccccc2)c1=O)NCc1ccco1,-1.4,-29.7,-0.3,/,-6.5,0.1,-21.9,-0.9,-0.2
COc1cc(C=Nc2cccc(C)c2)c(O)c([N+](=O)[O-])c1,11.4,-5.5,-0.3,-0.442,-1.1,2.4,9.0,-0.4,-1.2
COc1ccc(CCN2CN(S(=O)(=O)c3ccc(OC)cc3)c3nc4ccccc4nc32)cc1,-15.8,-0.6,0.1,-0.666,3.2,0.3,-25.9,0.7,10.5[fluorescence artefact?]
CCc1ccc(OCC(=O)NC(=S)Nc2ccc(C)cc2C)c(Br)c1,17.4,-9.1,-0.2,/,-0.7,2.5,-8.8,0.9,-4.4
CCOC(=O)c1[nH]c(C)c(C(=O)NC(C)CC)c1C (stereo unspecified),-9.4,-16.2,0.7,0.579,-0.8,-3.7,-10.3,0.2,5.6
COc1ccc(C2C(C#N)=C(N)N(c3sc4c(c3C#N)CCCC4)C3=C2C(=O)CC(C)(C)C3)cc1OC (stereo unspecified),-179.8,-11.1,-0.1,-0.554,-4.8,-12.0,-27.2,-1.9,-95.9[fluorescence artefact?]
Cc1ccccc1CC1(CO)CCCN(Cc2nc(-c3cccs3)oc2C)C1 (stereo unspecified),17.3,-9.6,-1.1,-0.0305,1.5,-2.1,-9.9,-0.1,1.2
O=C(CN1CCc2ccccc2C1)Nc1cc(S(=O)(=O)N2CCOCC2)ccc1N1CCOCC1,-4.0,-17.6,0.2,-0.186,5.0,3.5,-0.5,0.0,-1.9[fluorescence artefact?]
O=C(CSc1nc2ccc(Cl)cc2[nH]1)N1CCN(C(=O)c2ccco2)CC1,-8.2,-6.6,85.3*,-1.03,2.4,1.8,-13.6,-0.1,-2.1
Cc1cccc(CC(=O)c2c[nH]c3ccccc23)c1,2.0,5.4,0.4,-0.883,2.1,-3.8,-8.6,0.5,6.9
Cc1ccc2c(c1)COc1c3ccc(C(=O)N[C@@H](C)CO)cc3nn1-2,-148.7,17.2,1.0,-0.0191,0.2,16.2,-27.2,/,6.4
Cc1cccc(NC(=O)c2nc[nH]c2C(=O)N[C@@H](Cc2ccccc2)C(=O)OCc2ccccc2)c1,-0.1,-11.6,0.9,/,1.8,6.8,-2.7,/,-3.1
O=C(CCCOc1ccccc1)N1CCN(S(=O)(=O)c2cccs2)CC1,22.0,0.7,0.2,0.588,0.2,32.9,-8.8,0.1,-3.9
CC(=O)Nc1ccc2sc(C)nc2c1,8.3,-0.4,-0.3,1.19,0.2,16.3,-13.4,0.1,63.6*
N/C(=N\OC(=O)c1ccc2ccccc2c1)c1cccc([N+](=O)[O-])c1,13.1,-7.6,0.5,0.0912,3.2,0.6,10.8,0.0,1.9
CCCN1CC23C=CC(O2)C(C(=O)O)C3C1=O (stereo unspecified),-11.6,-9.3,-0.2,0.71,0.7,0.0,1.2,0.3,-1.6
Cc1c(Cl)cccc1NC(=O)CC(C(=O)O)C1CCCO1 (stereo unspecified),5.9,-39.0,-0.2,-0.45,-0.4,-14.2,-13.8,0.5,-3.6
NS(=O)(=O)c1ccc(NC(=S)NCC2CCCO2)cc1 (stereo unspecified),10.4,5.8,-0.1,0.468,2.4,0.1,-1.9,0.5,-3.1[fluorescence artefact?]
O=C(Nc1cnn(C23CC4CC(CC(C4)C2)C3)c1)c1cc(-c2ccccc2)on1,-33.8,-15.0,0.9,-0.842,1.1,/,-7.4,1.3,6.9
CCOC(=O)C(=CNc1ccc(C#N)cc1)C(=O)OCC,24.1,-3.4,-1.0,-0.614,-0.3,14.4,-13.4,0.3,2.5
